Screens from PubChem BioAssay.
GAA glycogen: alters human alpha-glucosidase cleavage of glycogen; P10253; recombinant GAA, glycogen substrate, Amplex Red glucose oxidase fluorescence; Potency, µM (doses to about 76.4 µM), for the others: top-dose activity change, negative = inhibition, usual class: inhibitors; actives 0.38% (n = 300,000); AID 2100; active = well fitted inhibition curve with a large enough effect; inconclusive = small, poorly fitted or top-dose-only effect, or another doubt; inactive = no such curve, though single readings can be large or run the other way;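 also: 0% = full enzyme reaction and -100% = no-enzyme basal signal; the screen sought inhibitors and activators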
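Recombinant human enzyme (4 nM); glycogen substrate; 37 C, 40 min, pH 5.0. Readout: coupled glucose oxidase/Amplex Red fluorescence.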
Starred values were filed as active, the others as inactive; u = inconclusive; [ ] = dose if it differs, or a comment. Potency is read from the fitted curve at half-maximal effect.

GAA glycogen | molecule
-8% | COc1ccc(C(=O)O/N=C(\N)c2ccccc2)cc1OC
-1%[76.3 µM] | O=C(NCCc1ccc(Cl)cc1Cl)c1cccnc1
-5%[76.3 µM] | CCc1ccc(OCC(O)CN2CCCC2)cc1 (stereo not drawn)
-21% | COc1ccc(NC(=O)n2ncc3c(C)cccc32)cc1OC
0% | O=C(/C=C/c1ccc(OCCCF)cc1)N1CCOCC1
-2%[76.3 µM] | CN1CCN(C(=O)c2ccc3c(c2)N(Cc2ccccc2F)C(=O)c2ccccc2S3=O)CC1 (stereo not drawn)
2%[76.3 µM] | CCc1nnc(NC(=O)c2ccc(C)o2)s1
2% | CC(=O)c1cn(N2CCCCC2)c(=O)[nH]c1=O
-4% | O=C(Nc1cccc(NC(=O)c2cccc(F)c2)n1)c1cccc(F)c1
-2%[76.3 µM] | CC(=O)Nc1ccc(NC(=O)COC(=O)/C(=C/c2ccccc2)n2nnnc2C)cc1
-1% | CCCn1nc(NC(=O)C(C)C)c2cc3cc(OC)ccc3nc21
2% | CCn1cc(C(=O)NCc2ccco2)c(=O)c2ccc(C)nc21
-1%[76.3 µM] | COc1cc2c(cc1OC)C(COc1ccc([N+](=O)[O-])cc1)NCC2 (stereo not drawn)
7%[76.3 µM] | Cn1c(=O)c(-c2ccccc2[N+](=O)[O-])c(Cl)c2ccccc21
-10%[76.3 µM] | CCCCN(CCCC)CCNC(=O)CN1C(=O)COc2ccc(S(=O)(=O)N3CCC(C)CC3)cc21

(continued)
GAA glycogen | molecule
-5%[76.3 µM] | CC(C)c1ccc(OC(=O)c2cccc(S(=O)(=O)N3CCN(C)CC3)c2)cc1
-3%[76.3 µM] | CCC(=O)N1c2ccc(S(=O)(=O)N3CCN(C)CC3)cc2CC1C (stereo not drawn)
0% | COc1cccc(NC(=O)CN(C)CC(=O)Nc2ccc(C)c([N+](=O)[O-])c2)c1
-2% | COc1ccc(N(CC(=O)NCc2ccc(F)cc2)C(=O)CCC(=O)Nc2nccs2)cc1
10%[76.3 µM] | COc1ccc(S(=O)(=O)n2c([N+](=O)[O-])cnc2C)c(C)c1C
-9% | Cc1ccc(-c2csc(NC(=O)c3ccc([N+](=O)[O-])o3)n2)cc1
-4%[76.3 µM] | CCC(=O)c1cn(CC(=O)Nc2ccccc2)c2ccccc12
2% | COc1cccc2cc(-c3nnc(SCC(=O)Nc4ccc(NC(C)=O)cc4)n3C)oc12
4% | O=C(CCn1nnc2ccccc21)OCC(=O)c1ccc(F)cc1
2% | CCCc1ccc(S(=O)(=O)NCc2nnc(SC)n2C)cc1
18%[76.3 µM] | COc1cc(C(=O)Nc2cccnc2)cc(OC)c1OC
14%[76.3 µM] | CC(NCc1cc(Br)ccc1OCC(N)=O)C12CC3CC(CC(C3)C1)C2 (stereo not drawn)
5% | COc1ccccc1CNC(=O)CCN1C(=O)c2ccccc2C1=O
-14%[76.3 µM] | CCN1CCN(c2ccc(S(=O)(=O)N3CCCCC3)cc2NC(=O)COc2ccc(F)cc2Cl)CC1
-3%[76.3 µM] | COc1ccc(Cc2nc3ccc(C(=O)N4C[C@@H](C)O[C@@H](C)C4)cc3o2)cc1OC

(listing goes on)
GAA glycogen | molecule
1%[76.3 µM] | COc1ccc(C(=O)NC(C)C2CC3CCC2C3)cc1 (stereo not drawn)
-6%[76.3 µM] | C=CCN1CCN(C(=O)CCc2ccccc2)CC1
-7% | CCCn1c(=O)c(C(=O)NNC(=O)Cc2ccccc2)c(O)c2ccccc21
9%[76.3 µM] | COc1cc(SC)ccc1C(=O)N1CCc2ccccc21
0% | CCN1CCN(C(=O)CN2C(=O)COc3ccc(C)cc32)CC1
0%[76.3 µM] | O=C(NCC1CCCN(Cc2nccs2)C1)c1cccc2ccccc12 (stereo not drawn)
-1%[76.3 µM] | COc1ccc(-n2nc(C(=O)N(C)C3CCCCC3)c3ccccc3c2=O)c(OC)c1
-6% | O=C(Nn1cnnc1)c1ccccc1Cl
-8%[76.3 µM] | O=C(c1cc(F)c(F)cc1Cl)N1CCN(c2ncccn2)CC1
7%[76.3 µM] | CC(C)(C)OC(=O)N1CCC(c2c(C(=O)N3CCN(C(=O)c4ccco4)CC3)cnn2-c2ccc(F)cc2)CC1
4%[76.3 µM] | O=C1Nc2cc(C(=O)N3CCN(c4ccccc4F)CC3)ccc2NC1CSCc1ccccc1F (stereo not drawn)
-3% | CC(=O)NN1C(=O)/C(=C2/Sc3ccc(Cl)cc3N2C)SC1=S
-24%[76.3 µM] | CCCOc1ccc(N/C=C/C(=O)c2cc(OC)c(OC)c(OC)c2)cc1
7%[76.3 µM] | COc1ccc(CCC(=O)NC2CCCN(Cc3ccc(Cl)cc3)C2)cc1OC (stereo not drawn)
-7%[76.3 µM] | COCc1cc(C)nc2sc(C(=O)Nc3cccc(OC)c3)c(N)c12

Next results:
GAA glycogen | molecule
-3%[76.3 µM] | Cc1csc(NC(=O)CSc2nnc(-c3cccnc3)o2)n1
-8%[76.3 µM] | CC(C)Cc1nnc(NC(=O)CCC(=O)N2CCN(Cc3ccccc3)CC2)s1
-3%[76.3 µM] | O=C(COc1ccc2c(-c3ccccc3)cc(=O)oc2c1)Nc1ccc(CN2CCOCC2)cc1
-8%[76.3 µM] | O=C(Nc1ncc([N+](=O)[O-])s1)c1ccccc1Br
12%[76.3 µM] | CCC(=O)Nc1ccc(-c2ccc(N3CCN(C)CC3)nn2)cc1
-10%[76.3 µM] | Cc1cccc(CN2CCC(N3CC(C)OC(C)C3)CC2)c1 (stereo not drawn)
-2% | COc1ccc(N(C)C(=O)C2CCN(S(=O)(=O)c3cccc4nonc34)CC2)c(OC)c1
u | COc1ccc(N2CCN(c3ccnc4cc(Cl)ccc34)CC2)cc1
2% | COc1ccc(OCC(=O)Nc2ccc(N3CCN(Cc4ccccc4F)CC3)cc2)cc1
-2%[76.3 µM] | Cc1cccc(NC(=O)Cn2nc(-c3cccs3)ccc2=O)c1C
-3% | Cc1ccc(S(=O)(=O)NCC(=O)Nc2ccc3c(c2)OCO3)cc1
-12%[76.3 µM] | CCn1c(SCC(=O)NC2CCCCC2)nnc1-c1cccnc1
-19% | O=C(O)C1(c2ccccc2)CCN(S(=O)(=O)c2ccccc2)CC1
0% | Cc1cc(NC(=O)Nc2ccc(Cl)cc2)n(C)n1
-11%[76.3 µM] | O=C(Nc1ccc(F)c(Cl)c1)N1CCCCCC1

Going on with the list:
GAA glycogen | molecule
-2%[76.3 µM] | Cc1cc(C)c2c(n1)SCC(=O)N2CC(=O)Nc1cccc(Cl)c1
0% | COc1cc(C(=O)Oc2ccc(Br)cc2C(=S)N2CCOCC2)cc(OC)c1OC
0% | Cc1cc(C(C)(C)C)ccc1OCC(=O)N/N=C\c1c(C)n(C)n(-c2ccccc2)c1=O
-3%[76.3 µM] | O=C(Nc1ccncc1)C1CCN(S(=O)(=O)c2ccccc2C(F)(F)F)CC1
-19% | CCOc1ccc(NC(=O)NCC2CCN(Cc3ccc(F)cc3)CC2)cc1
-2%[76.3 µM] | CC1=C(C(=O)OCCC#N)C(c2cc3c(cc2Br)OCO3)NC(=O)N1 (stereo not drawn)
2% | COc1ccc(/C=N/NS(=O)(=O)c2ccccc2)cc1OC
-7% | COc1ccc(C(=O)NC2CCN(C(=O)NCc3ccccc3)CC2)cc1
14% | Cc1sc2ncn(CC(=O)NCCCC(=O)N3CCCCC3)c(=O)c2c1C
14%[76.3 µM] | O=C1CCN(CCCc2ccccc2)CCN1[C@H](CO)Cc1ccccc1
-2%[76.3 µM] | COc1cc(CN2CCC(n3nccc3NC(=O)C3CCOC3)CC2)ccc1F (stereo not drawn)
5% | O=C(O)c1ccc(S(=O)(=O)N2CCOCC2)o1
-12%[76.3 µM] | Cc1ccccc1NS(=O)(=O)c1cc(C(=O)Nc2cccnc2)ccc1C
1% | Cc1ccc(N(Cc2cc(=O)[nH]c3ccccc23)C(=O)CCl)cc1
-19%[76.3 µM] | CC1=NN(C(=O)c2ccccc2Br)C(O)(c2ccc(Cl)cc2)C1 (stereo not drawn)

Other structures follow:
GAA glycogen | molecule
3% | CCn1c(CNC(=O)c2cc(OC)c(OC)c(OC)c2)cc2cc(C)ccc21
-8%[76.3 µM] | CC(C)c1nnc(NC(=O)COc2ccc3ccccc3c2)s1
4% | O=C(CSc1nc2nc(-c3cccs3)cc(C(F)(F)F)c2c(=O)[nH]1)C(F)(F)F
-3% | COc1ccc(CN(C)C(=O)CCN2C(=O)c3ccccc3C2=O)c(OC)c1OC
-5%[76.3 µM] | COc1cc(-c2noc(C)c2-c2ccc(N(C)C)nc2)cc(OC)c1OC
2%[76.3 µM] | COc1ccc(NC(=O)c2ccc(NC(=O)c3ccco3)cc2)c(OC)c1
-11%[76.3 µM] | Cc1cc(C(c2ccc(O)cc2)c2cc(C)c(O)cc2C)c(C)cc1O
2%[76.3 µM] | O=C(COc1ccc(S(=O)(=O)N2CCOCC2)cc1)NCc1ccco1
5% | COc1ccc(/C=C2\SC(N3CCCCC3)=NC2=O)cc1OC
-7%[76.3 µM] | CCSc1ccc(/C(N)=N/OC(=O)c2cccs2)cn1
-12%[76.3 µM] | C=CCc1cccc(Cl)c1OCCCNC1CCCC1
1%[76.3 µM] | CC(C)CCN1CCN=C1Nc1ccccc1
-1%[76.3 µM] | Cc1ccc(CCNC(=O)Cn2ccc3cc(S(=O)(=O)N4CCCC4)ccc32)cc1
3% | N#CCOC(=O)[C@H](Cc1c[nH]c2ccccc12)NS(=O)(=O)c1ccc(Cl)cc1
-5%[76.3 µM] | COc1ccc(C(=O)N2CCOC2CNC(=O)C(=O)NCCc2ccccc2OC)cc1 (stereo not drawn)

Following part.
GAA glycogen | molecule
u | CCOCCCn1c(=O)c2ccccc2n2c(=S)[nH]nc12
7% | COc1ccc(CSc2nc3nc(C)cc(C)n3n2)cc1F
1% | CCOC(=O)c1nc(Nc2ccc(N3CCOCC3)cc2)c2ccccc2n1
-1% | O=C(CSc1nnc(-c2ccc(O)cc2)o1)Nc1ccccc1
-2% | Cc1ccc(N(C(=O)Cn2nnc(-c3ccccc3F)n2)C(C(=O)NC2CCCC2)c2ccncc2)cc1 (stereo not drawn)
1% | O=S(=O)(NC(=S)c1ccccc1)c1ccc(Cl)cc1
-8%[76.3 µM] | Cc1ccc(N2C(=O)CC(Sc3nc(C)cc(C)n3)C2=O)cc1 (stereo not drawn)
3% | Cn1c(CN2CCN(S(C)(=O)=O)CC2)nc2cc([N+](=O)[O-])ccc21
-1% | CCn1c(SCC(=O)N2CCOCC2)nnc1-c1ccco1
2% | COc1ccc(C2SCC(=O)N2c2ccc(OC)cc2)cc1 (stereo not drawn)
-5%[76.3 µM] | Cc1c(C)c2ccc(OC(C)C(=O)NCCCn3ccnc3)c(C)c2oc1=O (stereo not drawn)
7% | CC(C)C(C(=O)NCc1ccco1)N(Cc1ccco1)C(=O)CNS(=O)(=O)c1ccc(F)cc1 (stereo not drawn)
-2%[76.3 µM] | Cc1ccc(C)c(S(=O)(=O)N2CCC3(CC2)OCCO3)c1
-6%[76.3 µM] | CC1CCN(CCCNC(=O)CCc2nnc3n(CCc4ccccc4)c(=O)c4ccccc4n23)CC1
4% | Cc1ccc(C(=O)Nc2cc(C)nn2CCC#N)cc1

Later entries.
GAA glycogen | molecule
-4%[76.3 µM] | O=C(NCc1ccccc1Cl)c1ccc(CS(=O)(=O)c2ccccc2)o1
-2%[76.3 µM] | COc1ccc(NC(=O)CSc2ncnc3sc(C)cc23)cc1
5% | O=[N+]([O-])c1ccc(Cl)cc1NCC1CCCO1 (stereo not drawn)
-4%[76.3 µM] | Cc1cccc(S(=O)Cc2ccc(C(=O)N3CCOCC3)o2)c1 (stereo not drawn)
-10%[76.3 µM] | COc1ccccc1N1CCN(CCCCOc2ccc(C)cc2C)CC1
5%[76.3 µM] | CCC(C)NC(=O)C1CCCN(S(=O)(=O)c2ccc3c(c2)CC(C)N3C(C)=O)C1 (stereo not drawn)
u | CCOc1cc(NC(=O)c2ccccc2C(=O)O)c(OCC)cc1NC(=O)c1ccccc1F
-8% | COc1ccc(C(=O)O/N=C(\N)c2cccc(C)c2)cc1OC
3%[76.3 µM] | Cc1ccc[n+](CC(=O)Nc2cccc(Cl)c2)c1
3% | COc1ccccc1Cn1c(=S)[nH]c2cc(C(=O)NCCN(C)C)ccc2c1=O
-11%[76.3 µM] | Oc1ccc(Br)cc1CNc1nccs1
-4%[76.3 µM] | Cc1ccc(C)c(OCc2cc(C(=O)N3CCN(C(=O)c4ccco4)CC3)no2)c1
5% | Cc1ccc(CNC(=O)c2cc(=O)c3ccccc3o2)cc1

An excerpt, so the mix of outcomes need not match the whole.
